All columns: NCI-60 one-dose screen, growth in % after 48 h at 10 µM unless noted; 100 = growth as untreated, 0 = no growth, -100 = all killed.
OVCAR-4 – OVCAR-4 ovarian cancer cells | 80,000 tested, 3.7% active | AID 1794784
OVCAR-3 – OVCAR-3 ovarian cancer | AID 1794787 | 79,000 tested, 7% active
IGROV1 – IGROV1 ovarian cancer; 79,000 tested, 4.7% active
NCI-H522 – NCI-H522 lung cancer; AID 1794739; 78,000 tested, 8% active
SK-OV-3 – SK-OV-3 ovarian cancer cells; AID 1794785; 80,000 tested, 3.2% active
NCI-H23 – NCI-H23 lung cancer; 80,000 tested, 4% active; AID 1794731
OVCAR-8 – OVCAR-8 ovarian cancer | 81,000 tested, 4.4% active
NCI/ADR-RES – NCI/ADR-RES ovarian cells. 81,000 tested, 4.4% active. AID 1794790
OVCAR-5 – OVCAR-5 ovarian cancer. AID 1794783. 82,000 tested, 2.9% active
* = called active by the depositor; · = no result given; & = joins results of further samples. The calls were made as follows: active = growth percent below 10; inactive = the rest.

SMILES	OVCAR-4	OVCAR-3	IGROV1	NCI-H522	SK-OV-3	NCI-H23	OVCAR-8	NCI/ADR-RES	OVCAR-5
Cc1ccc(N2CCNCC2C)cc1 (configuration not stated)	109.0	116.8	115.8	90.5	102.7	108.4	109.1	106.4	98.6
CCN1CC2(CN(CC)C1=S)C(=O)NC(=O)NC2=O	93.3	106.6	102.6	84.7	97.4	98.9	101.4	97.4	113.9
CCCCCCN1CC1	106.8	112.6	105.9	·	104.0	108.5	99.6	106.6	103.0
O=C(O)CCCOc1cc(Cl)c(Cl)cc1Cl	104.1	116.1	·	93.4	107.8	104.0	96.5	103.6	106.0
COc1ccc2c(c1)C(c1ccc(N(CCCl)CCCl)cc1)=NCC2	61.7	66.3	56.7	·	82.0	60.7	70.1	64.5	83.3
COc1cc2nc(Sc3nnc(N)s3)n(-c3ccccc3)c(=O)c2cc1OC	112.3	100.5	100.8	127.1	110.2	98.6	93.2	103.2	98.2
O=[N+]([O-])c1ccc(CCl)cc1	109.8	109.2	104.9	104.6	108.4	99.4	105.7	103.9	112.9
O=S(=O)(O)c1cccc2ccccc12	114.0	115.0	98.3	89.9	107.8	93.1	105.0	101.3	113.5
O=C1C2C(C(=O)[N]1[Hg][c]1ccccc1)C1(Cl)C(Cl)=C(Cl)C2(Cl)C1(Cl)Cl (configuration not stated)	5.6*	-85.5*	-39.3*	-87.4*	62.1	-8.0*	-47.4*	40.6	73.0
Cc1ccc(S(=O)(=O)F)cc1Cl	92.3	122.6	109.6	99.7	106.2	106.5	97.9	108.5	115.1
NC(CSCc1ccc(N(CCCl)CCCl)cc1)C(=O)O (configuration not stated)	100.2	102.6	86.5	71.9	97.2	108.1	85.9	103.2	104.5
CCCCNC(c1ccc(Cl)cc1)C(O)c1ccc(Cl)cc1 (configuration not stated)	65.9	55.6	27.0	35.2	79.6	38.5	49.0	40.9	56.0
O=C(Cc1cccc([N+](=O)[O-])c1)Nc1ccc(S(=O)(=O)F)cc1	90.3	122.2	112.1	89.8	100.9	·	94.4	106.6	91.2
Cc1ccccc1N1CCN(CCO)CC1	107.7	110.6	104.5	108.3	112.4	101.0	119.8	97.3	94.1
O=C(O)COc1ccccc1	113.1	98.0	105.2	95.2	102.3	95.1	103.9	99.7	96.4
CN1CCCCC1c1cccnc1 (configuration not stated)	96.2	106.2	104.8	·	98.9	110.3	101.0	110.1	103.2
CC(C)OC(=O)Nc1ccccc1	108.4	100.1	115.0	109.6	97.7	91.6	96.2	103.3	95.2
COP(=O)(OC)OC=C(Cl)Cl	112.6	126.6	·	83.7	101.5	104.9	104.1	107.6	112.8
COC(=O)C1OC(Oc2ccc(N(CCCl)CCCl)cc2)C(OC(C)=O)C(OC(C)=O)C1OC(C)=O (configuration not stated)	87.7	94.2	·	67.9	96.7	92.9	84.8	92.9	90.4
CCOC(=O)C1=C(N)Oc2c(c(=O)oc3ccccc23)C1c1cc(=O)oc2ccc(OC)cc12 (configuration not stated)	114.2	106.4	102.8	86.6	108.0	101.6	100.8	100.0	97.0
O=C(CCl)Nc1ccc(Cl)cc1	17.6	0.0*	-4.1*	-96.3*	85.8	28.4	53.3	68.3	53.5
COc1ccc(CN)cc1OC	103.9&125.4	107.5&108.8	100.6&109.7	98.5&107.5	105.4&113.0	104.1&101.4	101.6&109.4	103.3&106.1	94.9&110.1
Cc1ccnc(NC(=O)CCCc2ccc(N(CCCl)CCCl)cc2)n1	94.4	97.6	86.2	·	96.7	77.3	88.3	86.7	131.5
C[C@]12CC[C@H]3[C@@H](CC4SC(c5ccc(Cl)cc5)=NC45C[C@H](O)CC[C@]35C)[C@@H]1CC[C@@H]2O (some centres not stated)	93.1	82.8	95.4	74.9	76.0	82.1	91.1	97.3	100.0
OC/C=C\c1ccc2c(c1)OCO2	109.1	112.5	98.9	91.4	105.4	91.0	98.2	100.2	104.9
C[C@]12CCc3sc(-c4cccc(Cl)c4)nc3C1=CC[C@@H]1[C@@H]2CC[C@]2(C)C(=O)CC[C@@H]12	104.1	115.1	103.4	96.6	99.4	95.5	94.6	98.7	105.6
NNC(=O)C1C2c3ccccc3C(c3ccccc32)C1C(=O)O (configuration not stated)	115.9	116.6	105.0	·	105.7	125.0	112.5	111.0	110.5
c1ccc(CCNC2CC3CCC2C3)cc1 (configuration not stated)	111.4	105.1	105.5	85.3	103.0	101.8	101.7	117.1	102.8
CCC(/C=C(C)/C=C/C(=O)c1c(O)c(-c2ccc(O)cc2)c[nH]c1=O)CO (configuration not stated)	·	41.8	·	·	·	98.4	92.4	96.2	134.1
NC(=O)CNCc1ccc([As]=O)cc1 (configuration not stated)	107.5	108.1	112.5	100.8	106.6	103.3	100.3	108.9	116.8
Nc1c(F)cc(-c2nc3cc(F)ccc3[se]2)cc1F	48.9	71.3	19.5	84.8	61.4	49.4	95.5	94.6	31.1
S=C(S)N1CCNCC1	100.0&108.3	112.8&100.0	100.6&105.5	92.6	103.2&104.4	88.3&104.7	100.7&105.4	104.5&101.0	102.0&107.4
CC(=O)O[C@H](C[C@H](C(C)C)N(C)C(=O)[C@@H](NC(=O)[C@H]1CCCCN1C)C(C)C)c1nc(C(=O)N[C@@H](Cc2ccccc2)C[C@H](C)C(=O)O)c(C(C)C)s1	46.9	-28.1*	20.6	-21.1*	27.0	22.9	6.5*	0.7*	39.1
CC1(C)CC[C@]23CC[C@]4(C)[C@H](CC[C@@H]5[C@@]6(C)C[C@@]7(CC(C)(C)[C@@H]6CC[C@]54C)OO[C@](C)(C(F)(F)F)O7)[C@H]2[C@H]1OC3	101.8	95.2	87.9	95.3	92.6	96.6	97.6	100.5	82.2
CC1=C(COCCOC(=O)c2ccc(S(=O)(=O)F)cc2)C2=C(C)C3(CC3)[C@@](C)(O)C(=O)C2=C1	-23.0*	9.3*	-24.3*	-72.2*	-5.6*	-85.6*	-0.7*	-43.2*	-43.7*
CCCCNC(=O)C(Cl)Cl	105.4	111.5	103.8	103.2	105.7	107.7	100.3	111.4	108.4
O=NN(CCCl)C(=O)NCCO	105.2	104.0	96.4	89.4	104.0	97.0	105.9	106.9	93.1
CCCC(C)(COC(N)=O)COC(=O)NC(C)C (configuration not stated)	117.8	116.1	103.6	101.7	103.3	103.7	101.9	104.7	116.7
CCOC(=O)NC(=O)CCl	112.0	104.0	91.2	·	105.3	102.1	98.9	103.6	109.1
Cc1cc(N(CCCl)CCCl)n2c(nc3ccccc32)c1C#N	87.9	102.0	92.3	83.9	102.0	87.7	97.4	92.6	86.6
CC1=C2C(=C[C@@](C)(COP(=O)(Oc3ccccc3)Oc3ccccc3)[C@@H]2O)C(=O)[C@@](C)(O)C12CC2	-72.9*	-75.4*	-75.8*	-93.4*	-79.5*	-84.6*	-68.5*	-75.5*	-64.5*
CSc1nc(N)nc2nnc(NN)n12	99.4	106.8	84.7	90.9	95.2	106.3	99.1	103.1	96.5
CCc1ccccc1[C@@H]1C[C@]2(C)CCO[C@@H]2OO1	96.3	113.1	108.1	103.6	107.4	104.4	96.0	105.4	108.6
COC(C(=O)C(O)C(C)O)C1Cc2cc3cc(OC4CC(OC(C)=O)C(OC5CC(O)C(OC)C(C)O5)C(C)O4)cc(O)c3c(O)c2C(=O)C1OC1CC(OC2CC(OC3CC(C)(O)C(OC(=O)C(C)C)C(C)O3)C(O)C(C)O2)C(O)C(C)O1 (configuration not stated)	-0.7*	-4.2*	-39.4*	-60.9*	9.4*	8.8*	·	47.4	-43.5*
N#CCCCCCCCCC#N	103.0	106.8	110.5	·	109.8	120.3	101.8	120.6	112.9
CC(C)CC(C)OC(C[N+](=O)[O-])C(Cl)(Cl)Cl (configuration not stated)	107.0	115.5	102.1	104.2	104.8	100.1	108.2	105.8	106.0
CN1CCN(C(=O)COc2ccc(C=C3C(=O)N(C)C(=O)N(C)C3=O)cc2)CC1	115.1	104.0	111.5	99.0	105.3	97.7	104.6	103.6	108.6
C#C[C@]1(OC(=O)CCCCCC)CC[C@H]2[C@@H]3CCC4=CC(=O)CC[C@@H]4[C@H]3CC[C@@]21C	53.6	73.0	42.5	20.5	55.1	19.0	51.9	40.3	65.4
Clc1cccc(NC2OOC3(OOC2Nc2cccc(Cl)c2)C2CC4CC(C2)CC3C4)c1 (configuration not stated)	102.8	108.2	94.2	81.2	97.7	99.9	95.2	106.8	108.8
Nc1noc(N)n1	118.3	108.0	104.4	83.3	97.2	103.7	96.9	102.7	111.9
CO[C@H]1CC[C@@]2(C)C(=CC[C@H]3[C@@H]4C[C@H](O)[C@H](OC)[C@@]4(C)CC[C@@H]32)C1	96.6	112.6	92.4	83.9	111.4	93.9	100.0	99.8	104.2
COc1cc(OC)c(/C=C/C(=O)c2nc3ccccc3n2Cc2ccc(F)cc2)c(OC)c1	56.7	98.4	100.8	79.6	88.2	89.0	79.7	78.2	112.5
Cc1cc(C)nc(C)c1	96.5	113.1	97.5	107.2	115.5	95.2	100.9	96.9	95.6
COc1cc(C(=O)N2CC2)cc(OC)c1OC	90.6	103.9	83.5	76.4	97.9	105.2	83.8	104.3	100.4
O=CC(Br)C(Br)c1ccccc1 (configuration not stated)	104.5	33.3	74.8	98.0	109.2	104.2	85.6	100.1	98.0
CC[C@]12C=CCN3CC[C@@]4(c5ccc(OC)cc5N(C)[C@H]4[C@@](O)(C(=O)OC)[C@@H]1OC(=O)CCCC[P+](c1ccc(C)cc1)(c1ccc(C)cc1)c1ccc(C)cc1)[C@@H]32	-68.9*	-77.1*	-91.8*	-82.7*	-82.3*	-92.4*	-86.6*	71.8	-96.0*
CC[C@@H](C)C(=O)O[C@H]1[C@H](O)[C@H]2[C@@H](CN3C[C@@H](C)CC[C@H]3[C@@]2(C)O)[C@@H]2C[C@]34O[C@@]5(O)[C@@H](OC(=O)[C@](C)(O)[C@@H](C)O)CC[C@@]3(C)[C@@H]5[C@@H](OC(C)=O)[C@@H](OC(C)=O)[C@H]4[C@@]21O	108.6	114.0	111.2	101.7	112.2	100.7	106.8	113.7	100.5
NC(=O)N=Nc1c(O)[nH]c(=O)[nH]c1=O	100.9	113.5	104.6	91.0	103.6	99.1	100.4	100.5	104.4
CC[C@@]1(O)C[C@H](OC2CC(N(C)C)C(O)C(C)O2)c2c(cc3c(c2O)C(=O)c2c(O)ccc(O)c2C3=O)[C@H]1C(=O)OC (some centres not stated)	-44.2*	-41.6*	-68.3*	-70.1*	-68.9*	-79.6*	·	-64.1*	-87.0*
O=C1NC(=O)C(=Cc2cccs2)C(=O)N1	111.1	120.3	118.9	101.0	108.4	102.2	114.4	107.1	100.8

Sorted by SMILES length (rising): 9 of the compounds above
SMILES	OVCAR-4	OVCAR-3	IGROV1	NCI-H522	SK-OV-3	NCI-H23	OVCAR-8	NCI/ADR-RES	OVCAR-5
N#CCCCCCCCCC#N	103.0	106.8	110.5	·	109.8	120.3	101.8	120.6	112.9
Cc1cc(C)nc(C)c1	96.5	113.1	97.5	107.2	115.5	95.2	100.9	96.9	95.6
CSc1nc(N)nc2nnc(NN)n12	99.4	106.8	84.7	90.9	95.2	106.3	99.1	103.1	96.5
COc1cc(C(=O)N2CC2)cc(OC)c1OC	90.6	103.9	83.5	76.4	97.9	105.2	83.8	104.3	100.4
O=C1NC(=O)C(=Cc2cccs2)C(=O)N1	111.1	120.3	118.9	101.0	108.4	102.2	114.4	107.1	100.8
Clc1cccc(NC2OOC3(OOC2Nc2cccc(Cl)c2)C2CC4CC(C2)CC3C4)c1 (configuration not stated)	102.8	108.2	94.2	81.2	97.7	99.9	95.2	106.8	108.8
CC[C@@]1(O)C[C@H](OC2CC(N(C)C)C(O)C(C)O2)c2c(cc3c(c2O)C(=O)c2c(O)ccc(O)c2C3=O)[C@H]1C(=O)OC (some centres not stated)	-44.2*	-41.6*	-68.3*	-70.1*	-68.9*	-79.6*	·	-64.1*	-87.0*
CC[C@]12C=CCN3CC[C@@]4(c5ccc(OC)cc5N(C)[C@H]4[C@@](O)(C(=O)OC)[C@@H]1OC(=O)CCCC[P+](c1ccc(C)cc1)(c1ccc(C)cc1)c1ccc(C)cc1)[C@@H]32	-68.9*	-77.1*	-91.8*	-82.7*	-82.3*	-92.4*	-86.6*	71.8	-96.0*
COC(C(=O)C(O)C(C)O)C1Cc2cc3cc(OC4CC(OC(C)=O)C(OC5CC(O)C(OC)C(C)O5)C(C)O4)cc(O)c3c(O)c2C(=O)C1OC1CC(OC2CC(OC3CC(C)(O)C(OC(=O)C(C)C)C(C)O3)C(O)C(C)O2)C(O)C(C)O1 (configuration not stated)	-0.7*	-4.2*	-39.4*	-60.9*	9.4*	8.8*	·	47.4	-43.5*

Next section.
SMILES	OVCAR-4	OVCAR-3	IGROV1	NCI-H522	SK-OV-3	NCI-H23	OVCAR-8	NCI/ADR-RES	OVCAR-5
CC(=O)[O][Hg][O]C(C)=O	94.3	34.5	53.2	-73.9*	97.8	98.4	98.7	108.0	115.3
CC12CCC3C(CCC4CC(=O)CCC43C)C1C/C(=N\O)C2=O (configuration not stated)	75.2	99.8	108.1	100.7	116.2	117.9	102.1	99.0	104.4
CC(NCCO)C(O)c1ccccc1 (configuration not stated)	94.8	106.8	150.7	88.9	100.0	100.1	98.6	101.2	92.8
O=C(CCl)Oc1ccc(Cl)cc1	99.4	125.2	110.1	84.4	99.0	101.4	108.9	110.6	99.7
c1ccc(C(c2ccccc2)C2CCNCC2)cc1	116.4	108.1	104.7	87.6	96.4	111.4	100.1	113.0	103.7
CNC(=O)Oc1cccc(OC)c1	104.7	120.9	117.7	96.5	118.1	101.3	107.7	105.9	113.0
CCOC(=O)C1OC1(C)c1ccccc1 (configuration not stated)	114.6&94.0	124.0&112.6	109.3	100.6&105.3	118.8&101.0	106.9&105.2	101.8&119.6	111.3&108.9	97.3&103.8

Screens from PubChem BioAssay.

Only part of the results is shown; count on the stated rates, not on these rows.
